Hck Nef HTS: blocks Nef-activated human Hck kinase. P08631. Recombinant Hck-YEEI plus Nef, Z-Lyte FRET kinase assay. inhibition, % at 20 µM. actives 0.68% (n = 220,000). AID 463187;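 active = Hck-Nef kinase inhibition above about 50%, limit read from the data; inactive = inhibition below that limit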;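 also: 0% = DMSO with Hck plus Nef and 100% = Hck alone without Nef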
Target sequence (P08631 whole entry, looked up): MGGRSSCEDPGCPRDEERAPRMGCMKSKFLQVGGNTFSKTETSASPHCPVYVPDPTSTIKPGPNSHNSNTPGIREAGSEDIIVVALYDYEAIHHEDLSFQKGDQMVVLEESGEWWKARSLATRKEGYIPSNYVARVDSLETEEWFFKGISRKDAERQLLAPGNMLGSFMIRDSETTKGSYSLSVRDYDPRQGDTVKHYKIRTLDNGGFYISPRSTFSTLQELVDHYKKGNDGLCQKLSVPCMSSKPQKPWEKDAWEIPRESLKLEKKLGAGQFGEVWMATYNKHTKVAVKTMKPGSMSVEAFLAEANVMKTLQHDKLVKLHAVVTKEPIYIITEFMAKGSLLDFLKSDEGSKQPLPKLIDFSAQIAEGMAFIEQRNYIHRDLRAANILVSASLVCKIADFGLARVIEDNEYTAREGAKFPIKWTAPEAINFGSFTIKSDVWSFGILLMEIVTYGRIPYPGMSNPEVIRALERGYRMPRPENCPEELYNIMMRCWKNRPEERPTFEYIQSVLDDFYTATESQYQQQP
p97 inhibitor: inhibitors of human p97 ATPase | recombinant p97 ATPase, Kinase-Glo ATP luminescence, 3 h | inhibition, % at 8 µM | actives 0.42% (n = 220,000) | AID 1481; in the data active = inhibition above about 15%;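 also: 0% = DMSO vehicle and 100% = wells lacking enzyme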
RBBP9 inhibitor: inhibitors of human serine hydrolase RBBP9. actives 0.2% (n = 220,000). recombinant RBBP9, FP-Rh probe fluorescence polarization. inhibition, % at 7.94 µM. O75884;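 active = inhibition above the campaign mean of all tested compounds plus 3 SD, cut at about 14% in these data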;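 also: plate controls were DMSO wells with RBBP9 for no effect and wells lacking RBBP9 protein for full effect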
Target sequence (O75884 whole entry, looked up): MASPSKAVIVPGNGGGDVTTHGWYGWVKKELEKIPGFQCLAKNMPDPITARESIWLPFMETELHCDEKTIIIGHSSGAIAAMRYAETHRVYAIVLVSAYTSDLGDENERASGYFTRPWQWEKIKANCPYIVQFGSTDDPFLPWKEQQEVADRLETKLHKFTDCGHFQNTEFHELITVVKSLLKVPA
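System: RBBP9 protein / Quantity: 2.5 µM RBBP9 dispensing solution, before mixing / Also added: Serine-hydrolase probe FP-Rh, 375 nM pre-mixing / Dosing: 7.94 µM single dose, 0.794% DMSO / Timing: enzyme-compound preincubation 30 min, then probe labeling 45 min, 25 °C / Signal: FP readout at 525/598 nm / Controls: DMSO-treated enzyme wells and wells lacking RBBP9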
Runt-CBFb FRET: inhibitors of human RUNX1 Runt domain binding to CBFb; Q01196+Q13951; Cerulean-Runt/Venus-CBFb FRET ratio 530/480, 1 h; inhibition, % at 20 µM; actives 0.46% (n = 220,000);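 active = inhibition over about 50% at 20 µM in the single-dose screen, limit read from the data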;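 also: 0% = DMSO wells and 100% = excess unlabeled CBFb competitor control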
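Assay system: Cerulean-Runt domain / Medium: Tris 50 mM pH 7.5, KCl, K2SO4, 0.01% BSA / Timing: protein complex preformed 1 h, compound exposure 1 h, room temperature, dark / Measured by: FRET, excitation 422 nm, emission at 530 and 480 nm / Evaluation: loss of energy transfer signal / Control set: 5 µM unlabeled CBFb as full-inhibition high control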
NPY2 pot ag: potentiators or agonists of human neuropeptide Y receptor Y2. P49146. AID 1359. activation, % at 3.6 µM. cells expressing NPY-Y2, potentiator/agonist read-out. actives 0.45% (n = 220,000); in the data active = activation above about 27%;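 also: cells stimulated with NPY near EC25 plus isoproterenol at EC100; 0% = vehicle plus submaximal agonist and 100% = vehicle plus saturating agonist; some results beyond the cut were filed as inactive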
MDM2 E3 inh: Mdm2 E3 ligase (human) inhibition. signal enhancement, % at 5 µM. Q00987. actives 0.11% (n = 210,000). cell-based MDM2 ubiquitination luciferase reporter, 2 h; 0 = plate control, 100 = twice control, blank-subtracted;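 active = signal enhancement of 30% or more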;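 also: luminescence tracks abundance of the self-degrading MDM2-luciferase fusion protein; higher signal means inhibition of MDM2 E3 ligase activity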
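Test system: mammalian cells stably expressing self-ubiquitinating, self-degrading MDM2 E3–luciferase fusion; Amount: 2000 cells in each well; Medium: DMEM; Schedule: 4 h settle plus 2 h compound, 37 °C; Technique: SteadyLite luciferase luminescence after 15 min room-temperature reagent incubation; Benchmarks: plate control and blank wells.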
Runt-SMMHC FRET: inhibitors of human RUNX1 Runt domain binding to CBFb-SMMHC; Q01196+Q13951; Cerulean-Runt/Venus-CBFb-SMMHC FRET ratio 530/480, 1 h; inhibition, % at 20 µM; actives 0.74% (n = 220,000); AID 1434;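 active = mean inhibition across duplicate retests at 20 µM reaching about 50%, limit read from the data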;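 also: 0% = DMSO wells and 100% = wells with excess untagged CBFb-SMMHC; inhibitors lower the FRET ratio by blocking Runt binding to CBFb-SMMHC; some results filed as inactive read as strong as hits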
NPY Y1 blocker: antagonists of human neuropeptide Y receptor Y1; HEK293-CNG Y1 cells, membrane potential fluorescence; NPY at EC95, then isoproterenol; inhibition, % at 3.6 µM; actives 1% (n = 200,000);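 active = inhibition above the campaign mean inhibition of all tested compounds plus 3 SD, cut at about 20% in these data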;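 also: 0% = DMSO wells given NPY plus isoproterenol and 100% = isoproterenol alone without NPY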
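System: HEK293 cells with Y1 receptor plus CNG channel / Probe or stimulus: NPY 25 nM then isoproterenol 1 µM plus Ro 20-1724 25 µM / Compound: one concentration, 3.6 µM, in 0.4% DMSO / Schedule: compound incubation 1 h at room temperature, readout 45 min post-stimulation / Measured by: membrane potential fluorescence / Read-out: % inhibition of NPY effect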
NPY1 pot ag: potentiators or agonists of human neuropeptide Y receptor Y1; P25929; NPY-Y1 expressing cells, potentiator/agonist activation; activation, % at 3.6 µM; actives 0.37% (n = 220,000); AID 1304; in the data active = activation above about 33%, passing the limit was not always enough;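 also: cells stimulated with NPY at EC10 then isoproterenol at EC100; 0% = low agonist plus stimulus and 100% = saturating agonist plus stimulus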
Active calls of the source: *; · = not tested or not shown.

No.	Runt-CBFb FRET	MDM2 E3 inh	RBBP9 inhibitor	Runt-SMMHC FRET	p97 inhibitor	Hck Nef HTS	NPY2 pot ag	NPY1 pot ag	NPY Y1 blocker	canonical_smiles
1	-1	14	6	0	9	19	-6	8	-1	O=C(Nc1ccc(Cl)cc1)Nc1ccccc1CC[N+](=O)[O-]
2	2	-78	2	4	-11	8	-10	11	0	O=C(/C=C/Nc1ccc(Br)cc1F)c1ccco1
3	41	-19	-4	47	2	-21	2	3	-1	Clc1ccc(N=c2ssnc2Cl)cc1
4	-1	-13	-8	0	-4	5	-2	-12	2	Cc1nc(CSc2ccccc2)cc(=O)[nH]1
5	0	·	2	0	4	-20	2	-2	6	CCNC(=O)N1CCOCC1
6	5	-12	-2	5	2	9	-9	-17	37*	c1ccc(CN2c3ccccc3-c3nc4ccccc4n3C2c2ccccn2)cc1 (configuration not stated)
7	1	-9	-10	-3	-2	29	15	-5	10	COc1cccc(-n2c(SCC(=O)N3CCCCC3)nc3c([nH]c4ccccc43)c2=O)c1
8	3	-9	-8	-4	2	-10	-1	-19	4	Cc1nc2ccccc2nc1N1CCOCC1
9	-6	-8	-4	-5	-3	1	10	13	7	CCCCOC(=O)c1ccc(NC(=O)C(=O)NCc2ccncc2)cc1
10	1	-20	0	-7	3	-25	-20	-24	6	OC(COCc1ccc2c(c1)OCO2)CN1CCN(Cc2ccccc2)CC1 (configuration not stated)
11	-2	-4	9	0	2	2	-3	8	4	CC1CC(C)CN(C(=O)c2ccncc2)C1 (configuration not stated)
12	10	-21	-2	4	4	-5	1	-15	3	Cc1cc2nc(C3CCN(Cc4nnnn4Cc4cccs4)CC3)[nH]c2cc1C
13	0	-14	-6	0	-4	1	-5	-10	2	COc1ccccc1C1CC(=O)NC(SCC(=O)Nc2ccccc2)=C1C#N (configuration not stated)
14	-3	-11	-8	6	-2	1	-4	-17	0	O=C(Nc1ccc(N2CCCCC2)c(Cl)c1)c1cccnc1
15	-1	9	-4	-1	2	3	6	-5	2	O=C(COc1ccc(Br)cc1)N/N=C1/SCC(=O)N1Cc1ccccc1
16	0	1	-6	6	2	-1	-4	13	0	CCN(C(=O)CN1CCN(S(=O)(=O)c2cc(Cl)ccc2Cl)CC1)c1c(N)n(Cc2ccccc2)c(=O)[nH]c1=O
17	-3	-8	4	-4	6	3	34*	39	-9	OCCN(CCO)c1ccc(C(c2ccccc2Cl)c2ccc(N(CCO)CCO)cc2Cl)c(Cl)c1
18	-4	-22	-2	28	4	7	-4	-9	8	O=C(O)CCNc1ccc2c(c1)OCCO2
19	-1	-9	-1	2	4	16	1	12	1	Cc1ccccc1Cn1ccc(NC(=O)c2cc3ncc(Br)cn3n2)n1
20	-2	-55	-5	-2	5	-5	2	5	6	COc1ccc(NC(=O)Nc2ccc(F)cc2)c(C)c1
21	2	-9	-3	0	6	5	-2	-1	·	CNC(=O)NC(=O)COC(=O)c1n[nH]c2ccccc12
22	·	·	-2	·	1	5	-8	7	-5	CN(C(=O)Cn1c(=O)n(CCCCC(=O)NC2CCCC2)c(=O)c2ccccc21)C1CCCCC1
23	1	1	-13	0	0	22	-12	-18	-1	CCOc1ccc(CN2CCN(Cc3cn(CC)nc3C)CC2CCO)cc1 (configuration not stated)
24	0	-22	-5	-1	-1	-2	-1	-2	2	Brc1ccc(Oc2ncc(CN3CCOCC3)s2)cc1
25	-1	-3	-2	1	4	4	14	22	1	CCOC(=O)N/N=C/C=C/c1ccccc1[N+](=O)[O-]
26	9	-3	4	8	5	1	-19	-7	13	O=C(O)c1ccc2cccc(Cl)c2c1O
27	-2	-2	-6	-1	3	2	1	-11	8	CCN(CC)S(=O)(=O)c1ccc(S(=O)(=O)Nc2ccc(C(=O)N3CCCC3)cc2)cc1
28	4	-4	8	-2	5	8	7	-2	0	Cc1ccccc1NC(=S)NNC(=O)c1cccc(Br)c1

Shown in transposed form: entries from further up
17	OCCN(CCO)c1ccc(C(c2ccccc2Cl)c2ccc(N(CCO)CCO)cc2Cl)c(Cl)c1
18	O=C(O)CCNc1ccc2c(c1)OCCO2
19	Cc1ccccc1Cn1ccc(NC(=O)c2cc3ncc(Br)cn3n2)n1
20	COc1ccc(NC(=O)Nc2ccc(F)cc2)c(C)c1
21	CNC(=O)NC(=O)COC(=O)c1n[nH]c2ccccc12
22	CN(C(=O)Cn1c(=O)n(CCCCC(=O)NC2CCCC2)c(=O)c2ccccc21)C1CCCCC1
23	CCOc1ccc(CN2CCN(Cc3cn(CC)nc3C)CC2CCO)cc1 (configuration not stated)
24	Brc1ccc(Oc2ncc(CN3CCOCC3)s2)cc1

| Assay by compound | 17 | 18 | 19 | 20 | 21 | 22 | 23 | 24 |
| --- | --- | --- | --- | --- | --- | --- | --- | --- |
| Runt-CBFb FRET | -3 | -4 | -1 | -2 | 2 | · | 1 | 0 |
| MDM2 E3 inh | -8 | -22 | -9 | -55 | -9 | · | 1 | -22 |
| RBBP9 inhibitor | 4 | -2 | -1 | -5 | -3 | -2 | -13 | -5 |
| Runt-SMMHC FRET | -4 | 28 | 2 | -2 | 0 | · | 0 | -1 |
| p97 inhibitor | 6 | 4 | 4 | 5 | 6 | 1 | 0 | -1 |
| Hck Nef HTS | 3 | 7 | 16 | -5 | 5 | 5 | 22 | -2 |
| NPY2 pot ag | 34* | -4 | 1 | 2 | -2 | -8 | -12 | -1 |
| NPY1 pot ag | 39 | -9 | 12 | 5 | -1 | 7 | -18 | -2 |
| NPY Y1 blocker | -9 | 8 | 1 | 6 | · | -5 | -1 | 2 |

25	CCOC(=O)N/N=C/C=C/c1ccccc1[N+](=O)[O-]
26	O=C(O)c1ccc2cccc(Cl)c2c1O
27	CCN(CC)S(=O)(=O)c1ccc(S(=O)(=O)Nc2ccc(C(=O)N3CCCC3)cc2)cc1

| Assay by compound | 25 | 26 | 27 |
| --- | --- | --- | --- |
| Runt-CBFb FRET | -1 | 9 | -2 |
| MDM2 E3 inh | -3 | -3 | -2 |
| RBBP9 inhibitor | -2 | 4 | -6 |
| Runt-SMMHC FRET | 1 | 8 | -1 |
| p97 inhibitor | 4 | 5 | 3 |
| Hck Nef HTS | 4 | 1 | 2 |
| NPY2 pot ag | 14 | -19 | 1 |
| NPY1 pot ag | 22 | -7 | -11 |
| NPY Y1 blocker | 1 | 13 | 8 |

Screens as filed in PubChem BioAssay.
